VCAM1 TNFa inh: reduces TNF alpha induced VCAM1 expression in HUVEC; inhibition, % at 2 µM; 95,000 compounds, 0.48% hits; HUVEC TNFa-induced VCAM-1 immunofluorescence, high-content imaging;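 active = inhibition above the batch mean plus 3 SD, with images confirmed as a hit by eye, cut at about 37% in these data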;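 note: 0% = TNF-stimulated DMSO wells and 100% = unstimulated control wells; not every result past the cut was called active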
sEH act: activators of human soluble epoxide hydrolase; P34913; purified human sEH enzymatic activity, activator screen; activation, % at 2 µM; 91,000 compounds, 0.04% hits; AID 717; in the data active = activation above about 37%; note: values of inactives mirror those of a sister screen read the other way
cytoskel mod: alters cytoskeleton assembly in HUVEC cells; HUVEC TNFa F-actin phalloidin imaging, high content; inhibition, % at 2 µM; 91,000 compounds, 0.18% hits; AID 836;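 active = inhibition above the batch mean plus 3 SD and confirmed as a hit by visual image inspection, cut at about 30% in these data, passing the limit was not always enough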; note: strong numbers were not always called active
ERb SRC1 inh: ER-beta (human) coactivator binding inhibition; Q92731; TR-FRET ER-beta LBD / SRC1-Cy5 peptide binding; receptor agonist-loaded with 1 µM estradiol; inhibition, % at 25.6 µM; 86,000 compounds, 1.3% hits;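 active = compounds whose percent inhibition of the receptor-coactivator binding signal exceeds about 50% in the single-dose screen, limit read from the data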;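 note: 0% = receptor plus peptide wells without compound and 100% = peptide-only wells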
Target sequence (Q92731 whole entry, looked up, the tested form may be a part): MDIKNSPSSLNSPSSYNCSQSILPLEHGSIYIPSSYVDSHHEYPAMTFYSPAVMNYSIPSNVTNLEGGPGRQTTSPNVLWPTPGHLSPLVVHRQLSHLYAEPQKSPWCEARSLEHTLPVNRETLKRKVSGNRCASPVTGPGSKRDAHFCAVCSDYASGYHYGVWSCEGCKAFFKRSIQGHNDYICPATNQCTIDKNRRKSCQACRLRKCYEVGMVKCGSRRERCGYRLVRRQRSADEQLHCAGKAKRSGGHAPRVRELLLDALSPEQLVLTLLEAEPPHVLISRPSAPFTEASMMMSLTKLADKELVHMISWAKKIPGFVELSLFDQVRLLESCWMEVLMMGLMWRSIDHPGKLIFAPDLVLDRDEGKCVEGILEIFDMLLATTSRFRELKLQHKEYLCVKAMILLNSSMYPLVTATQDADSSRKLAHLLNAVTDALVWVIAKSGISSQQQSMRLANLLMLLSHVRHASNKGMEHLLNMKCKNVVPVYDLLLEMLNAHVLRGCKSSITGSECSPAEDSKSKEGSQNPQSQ
sEH inhibitor: inhibitors of human soluble epoxide hydrolase; P34913; recombinant human sEH enzymatic activity assay; inhibition, % at 2 µM; 91,000 compounds, 0.34% hits; in the data active = inhibition above about 80%; note: values of inactives mirror those of a sister screen read the other way; many of its hits are not listed in these tables
Smad3 FoxH1 inh: inhibitors of human Smad3 transcription factor binding; P84022; TR-FRET Smad3/Dy647-FoxH1 peptide binding, europium anti-His; inhibition, % at 25 µM; 88,000 compounds, 0.29% hits;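 active = compounds that reduce the energy-transfer binding signal between the protein and its labelled peptide by more than half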;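 note: 0% = Smad3 plus labelled peptide maximal FRET and 100% = peptide-only background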
Target sequence (P84022 whole entry, looked up): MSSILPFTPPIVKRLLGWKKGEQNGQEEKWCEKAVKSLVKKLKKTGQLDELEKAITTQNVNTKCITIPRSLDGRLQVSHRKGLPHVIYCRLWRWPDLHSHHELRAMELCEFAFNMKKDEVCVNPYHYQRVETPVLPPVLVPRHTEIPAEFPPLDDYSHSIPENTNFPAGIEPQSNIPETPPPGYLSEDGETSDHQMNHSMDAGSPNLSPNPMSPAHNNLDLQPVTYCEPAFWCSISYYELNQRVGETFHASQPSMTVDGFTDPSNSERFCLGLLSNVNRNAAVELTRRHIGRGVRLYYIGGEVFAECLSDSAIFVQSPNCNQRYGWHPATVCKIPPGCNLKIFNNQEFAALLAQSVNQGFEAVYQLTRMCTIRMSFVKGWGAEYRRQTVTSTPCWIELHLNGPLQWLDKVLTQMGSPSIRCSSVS
Calb biofilm kill: kills Candida albicans biofilms | C. albicans biofilm + clotrimazole, Alamar Blue | inhibition, % at 6 µM | 85,000 compounds, 0.14% hits | AID 834;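 active = inhibition above 20%; inactive = inhibition below 20%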;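 note: preformed 24 hr biofilms exposed to compound for 48 hr; 0% = biofilm without compound and 100% = blank killed by clotrimazole plus chlorhexidine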
TNFa cytotox: toxic to HUVEC cells under TNF alpha stimulation. HUVEC TNFalpha-stimulated, Hoechst cell count, imaging. cell count reduction, % at 2 µM. 93,000 compounds, 0.17% hits;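 active = cell count reduction exceeding the screen mean by over 5 SD, scaled to untreated wells per plate, cut at about 78% in these data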;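 note: cells counted after 24 h of TNF alpha exposure following the 1 h pretreatment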
HUVEC tox IL1B: toxic to HUVEC cells under IL-1B stimulation. 94,000 compounds, 0.41% hits. AID 845. HUVEC cell count loss, Hoechst imaging, IL-1B stimulated. cell count reduction, % at 2 µM;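 active = cell count reduction more than 3 SD above the screen-wide mean, cut at about 70% in these data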;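 note: normalized per plate to untreated control cells as the no-loss baseline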
Starred values were filed as active, the others as inactive; x = not tested or not shown; [ ] = remark or other dose.

SMILES | VCAM1 TNFa inh | sEH act | cytoskel mod | ERb SRC1 inh | sEH inhibitor | Smad3 FoxH1 inh | Calb biofilm kill | TNFa cytotox | HUVEC tox IL1B
O=c1cc(-c2ccccc2)c2ccc(O)c(CN3CCCCC3)c2o1 | -5 | 6 | 15 | -5 | -7 | 4 | 1 | -20 | 10
Cc1cc(Nc2cccc(F)c2)n2c(n1)nc1ccccc12 | 10 | -1 | 11 | x | 4 | x | x | -7 | 8
OCCNc1nc(SCc2ccccc2)nc2sc3c(c12)CCC3 | -6 | 13 | -33 | 6 | -11 | 4 | 7 | 0 | -16
CCCCc1cc(=O)oc2cc(OCC(=O)N(CC)CC)ccc12 | -4 | 2 | 35 | x | -3 | x | x | -21 | -16
CC(C)(C)c1ccc(OCCN2CCCC2)cc1 | -20 | -2 | x | -1[fluorescence artefact?] | 3 | 15 | 0 | -21 | -59
Cc1ccc(S(=O)(=O)N2CCN(c3nc(C)nc4sc(C)c(C)c34)CC2)cc1 | 5 | -4 | 0 | 9 | -1 | 6 | 6 | 0 | 31
Cc1cc(C)cc(N2C(=O)C3C4C=CC(C4)C3C2=O)c1 (stereo unspecified) | -6 | 5 | 1 | -10 | -7 | -3 | 7 | -15 | -46
O=C(CSc1nc2ccccc2o1)c1ccccc1 | -3 | 0 | 1 | 19 | 0 | -12 | 0 | 1 | 36
Cc1ccc(C)c(C(C)NC(=O)C2C3CCC(O3)C2C(=O)O)c1 (stereo unspecified) | 25 | -6 | -28 | -1[fluorescence artefact?] | 9 | 6[fluorescence artefact?] | 2 | 14 | -23
CC(C)(C)Oc1ncc(Br)c(OC(C)(C)C)n1 | x | 0 | x | -26 | 5 | 0 | 8 | x | -70
CCN1C(=O)C(O)(C2COC(C)(C)CC2=O)c2ccccc21 (stereo unspecified) | 8 | -3 | 10 | 1 | 4 | -10 | 7 | -10 | -2
CC1CCCN(C(=O)c2ccc3c(c2NCCO)C(=O)c2ccccc2C3=O)C1 (stereo unspecified) | 0 | 8 | 20 | -24[fluorescence artefact?] | -8 | 17 | 7 | -9 | 3
O=C1C=C(Nc2ccc(Cl)cc2)CC(c2ccc(Cl)cc2)C1 (stereo unspecified) | 9 | 10 | -38 | x | -9 | x | x | 0 | -6
Clc1ccccc1Cn1nnc2c(NCC3CC3)ncnc21 | 14 | -8 | -48 | 0 | 6 | 7 | 1 | -7 | 6
COc1ccc2c(c1)SCCC2=O | 14 | 2 | -3 | x | 0 | x | x | 8 | -6
COc1ccc(CNC(=O)c2cc(-c3ccco3)on2)cc1 | -22 | 11 | -3 | 10 | -11 | 6 | 4 | 0 | 5
CN(c1ccccc1)S(=O)(=O)c1ccc(C(=O)OCC(=O)N2CCOCC2)cc1 | 13 | 0 | -5 | 5 | -1 | 0 | 10 | -7 | -6
CC1CCc2sc3c(c2C1)c1ncnn1c(=O)n3CC(=O)c1ccc(Br)cc1 (stereo unspecified) | -3 | 4 | 2 | -9 | 2 | -2[fluorescence artefact?] | 5 | 7 | 44
CCCc1nc(SCC(=O)c2ccccc2)c2c(=O)n(C)c(=O)n(C)c2n1 | 10 | x | -5 | -6 | x | 7 | -2 | -28 | 3
CCCCSc1nnc(-c2ccccc2N)c(=O)[nH]1 | 3 | x | 31 | x | x | x | x | -4 | 20
c1cc(-c2nnc3n2CCC3)[nH]n1 | 14 | x | 2 | -8 | x | 6 | 3 | -23 | -35
Cc1ccc(C)c(NC(=O)C2CCCN2C(=O)OC(C)(C)C)c1 (stereo unspecified) | 1 | 0 | -4 | -10[fluorescence artefact?] | 0 | -3 | 9 | -14 | 13
CC(c1ccc(F)cc1)n1c(-c2ccc3ccccc3n2)n[nH]c1=S (stereo unspecified) | -9 | -2 | -1 | x | 4 | x | x | -7 | -26
COc1ccccc1Cc1noc(C(C)(C)NC(=O)c2ccccc2)n1 | 12 | x | 3 | -9 | x | -8 | 8 | -20 | -16
c1ccc(-c2cc(N3CCCCCC3)n[nH]2)cc1 | -14 | 8 | -29 | 2 | -11 | 0 | 4 | 14 | 5
CC(C)(C)N1NC(=O)Nc2ccccc2C1=O | -8 | 7 | 10 | -1 | -5 | 11 | 0 | -22 | -21
CCOc1ccc(OCC)c(NC(=O)Nc2ccc3c(c2)N(C)C(=O)CS3)c1 | 4 | 4 | -16 | -1 | -3 | -4 | 10 | -8 | -62
O=C(Nc1ccccn1)Nc1cccs1 | -10 | 9 | -1 | -8[fluorescence artefact?] | -9 | 10 | 6 | 10 | 36
CC(C)(C)C1CCc2onc(C(=O)NC3CCCC3)c2C1 (stereo unspecified) | -11 | x | -2 | -10[fluorescence artefact?] | x | -5 | 8 | 6 | -12
COc1ccc(C)cc1NS(=O)(=O)c1cc(C)ccc1C | 6 | 5 | -14 | -2 | -3 | 9 | 5 | 6 | -15

Sorted by the number under VCAM1 TNFa inh (lowest first): 3 of the compounds above.
smiles | VCAM1 TNFa inh | sEH act | cytoskel mod | ERb SRC1 inh | sEH inhibitor | Smad3 FoxH1 inh
CC(c1ccc(F)cc1)n1c(-c2ccc3ccccc3n2)n[nH]c1=S (stereo unspecified) | -9 | -2 | -1 | x | 4 | x
CC(C)(C)N1NC(=O)Nc2ccccc2C1=O | -8 | 7 | 10 | -1 | -5 | 11
c1cc(-c2nnc3n2CCC3)[nH]n1 | 14 | x | 2 | -8 | x | 6

(list continues)
SMILES | VCAM1 TNFa inh | sEH act | cytoskel mod | ERb SRC1 inh | sEH inhibitor | Smad3 FoxH1 inh | Calb biofilm kill | TNFa cytotox | HUVEC tox IL1B
COc1ccc(S(=O)(=O)N2CCC(C(=O)NCc3ccccn3)CC2)cc1Cl | 6 | -1 | 12 | -12[fluorescence artefact?] | 4 | -2 | 1 | -14 | -14
CC(C(=O)NCCCN1CCOCC1)n1cccc1C(=O)c1ccccc1 (stereo unspecified) | -15 | 2 | 2 | 12[fluorescence artefact?] | 2 | -1 | 5 | -5 | -27
Cc1cccc(OCC(=O)Nc2ccc(N3CCN(S(C)(=O)=O)CC3)cc2)c1C | x | -50 | 0 | 10 | 50 | 3 | 5 | x | -11
COc1ccccc1CNC(=O)CCn1c(=O)[nH]c2ccsc2c1=O | -4 | 2 | -7 | -5[fluorescence artefact?] | -2 | -19 | -2 | 12 | 14
N/C(=N\OC(=O)Cc1cccs1)c1ccccc1 | 8 | 5 | -20 | x | -6 | x | x | -26 | -84
CCC(CO)n1c(SCc2cc(=O)oc3cc(C)ccc23)nc2ccccc2c1=O (stereo unspecified) | -6 | 9 | -14 | -7 | -9 | 11 | 5 | 5 | 3
Clc1ccc(CSc2nnc(/C=C/c3ccccc3)o2)c(Cl)c1 | -16 | 9 | -44 | x | -6 | x | x | 2 | -47
CC1(C)Cc2ccccc2C(N/N=C/c2cccc(F)c2)=N1 | 14 | -6 | -16 | x | 8 | x | x | 18 | -21
CCOc1cc(Cl)c(S(=O)(=O)NCc2ccccn2)cc1Cl | 6 | 7 | 2 | -1 | -5 | 2 | 4 | -27 | -100
Cc1cccc(OCCCC(=O)Nc2ccc(Br)cc2)c1 | 6 | -73 | 26 | x | 73 | x | x | -25 | -20
CCC1(CC)Cc2ccccc2C(CC(=O)N2CCOCC2)=N1 | 5 | 18 | -14 | -8 | -22 | 14 | 8 | -1 | -5
N#Cc1cccc(Cn2nnc(-c3ccccc3)n2)c1 | 11 | 6 | 4 | -10 | -6 | -5 | 2 | -5 | 11
CCCCn1c(=O)cc(N2CCOCC2)[nH]c1=O | 19 | -8 | 13 | -12 | 12 | -7 | 3 | -6 | -1
Cc1nc2ccc(NC(=O)c3sccc3C)cc2s1 | 17 | 6 | -25 | -8 | -2 | 5 | 6 | -12 | -9
O=[N+]([O-])c1ccc(Cl)c(/C=N/NC(=S)Nc2ccccc2)c1 | 19 | -2 | -2 | x | -1 | x | x | -3 | -15
O=c1cc(-c2ccccc2)nc2nc(-c3ccccc3)[nH]n12 | -5 | 15 | 5 | x | -15 | x | x | -20 | 4
COC(=O)c1sccc1NC(=O)c1cc(-c2ccc(C)cc2)nc2ccccc12 | 23 | -6 | -9 | x | 7 | x | x | -2 | 13
COc1cc(C2=NOC(C(=O)NCc3ccc(F)cc3)C2)cc(OC)c1OC (stereo unspecified) | 26 | -7 | -13 | x | 5 | x | x | 42 | 20
CN(CCCNC(=O)CN1C(=O)CC(C)(C)S(=O)(=O)c2ccccc21)C1CCCCC1 | 9 | 2 | 7 | -16 | 1 | 10 | 5 | x | 10
CC(CCc1ccccc1)NC(=O)c1ccc(Cl)nc1 (stereo unspecified) | 10 | 1 | -22 | -10 | -1 | 0 | 5 | -2 | -10
COc1ccc(-c2cc(C(F)(F)F)nc(N3CCOCC3)n2)cc1 | -1 | -3 | 14 | 38 | 2 | -9 | 5 | -13 | -8
CC(C)(C)NC(=O)C1CC(=O)OC1(C)C (stereo unspecified) | -4 | -2 | -5 | -1 | 4 | -3 | 11 | -5 | 14
CCCCCCC1/C(=N/O)CCC1C(=O)OC (stereo unspecified) | -5 | 1 | 4 | 0 | 2 | 9 | 5 | 14 | -17
COc1cccc(-c2nn(C)c3sc(C(=O)NCc4ccc5c(c4)OCO5)cc23)c1 | 14 | 9 | 2 | 18[fluorescence artefact?] | -8 | -11 | -15 | -30 | -6
Cc1occc1-c1nnc(SCC(=O)NCc2ccc3c(c2)OCO3)n1CC(C)C | 5 | -1 | -27 | 25 | 0 | 8 | -2 | 8 | 14
CCOc1ccc(NC(=O)N(CCN(C)C)C(C)c2ccncc2)cc1 (stereo unspecified) | 1 | -17 | 10 | -6 | 16 | 1 | 2 | -19 | 6
Cc1ccccc1-c1nc2ccccc2c(=O)n1C1CCS(=O)(=O)C1 (stereo unspecified) | 38 | 11 | -7 | 1 | -8 | -1 | 7 | -8 | -8
O=C(CN1C(=O)CC(c2ccccc2)=Nc2ccccc21)NC1CCCCC1 | 2 | 3 | 10 | -6 | 1 | -5 | 5 | -4 | 9
CCN(CC)C(=O)CSc1nc(O)cc(=O)n1C | -1 | 25 | -2 | 1 | -25 | -4 | 8 | 6 | 16
CCn1c(SCC(=O)N2CCN(c3ccccc3)CC2)nnc1-c1ccncc1 | -2 | 9 | 1 | -27 | -9 | 1 | 0 | -18 | 4
COCCCN1C(=O)C(=O)/C(=C(/O)c2ccc3c(c2)OCCO3)C1c1ccc(C(=O)OC)cc1 (stereo unspecified) | -10 | -9 | 18 | 80*[fluorescence artefact?] | 9 | 28 | 7 | -16 | -12
O=c1cc(N2CCOCC2)c2ccccc2o1 | 19 | 7 | 15 | 8 | -6 | 1 | 0 | -19 | 14
Cc1ccc(OCCNS(=O)(=O)c2ccc(N3CCCC3=O)cc2)cc1 | -1 | 5 | -6 | 0 | -5 | 9 | 3 | -13 | -28
COc1ccc(C(=O)Nc2nc(-c3ccc(S(=O)(=O)N4CCOCC4)cc3)cs2)cc1 | -4 | 2 | 4 | 14[fluorescence artefact?] | -3 | 8 | 5 | -19 | 6
Cc1nn(C(=O)c2ccc3c(c2)OCO3)c(N)c1-c1ccccc1 | 8 | -1 | -22 | -6 | 0 | -1 | 8 | 12 | 22
CCc1c(C)n([O-])c2c([n+]1=O)CCC2 | -5 | -12 | -8 | 3[fluorescence artefact?] | 13 | -2 | -3 | -7 | -12
COc1ccc(S(=O)(=O)CCC(=O)NCCc2ccc(Cl)cc2)cc1 | 12 | -14 | 10 | -3 | 16 | 9 | 5 | 8 | 26
O=C1CC(=C(c2ccccc2)c2ccccc2)C(=O)N1CCCN1CCN(c2cccc(Cl)c2)CC1 | -7 | -9 | 12 | x | 11 | x | x | -17 | 11
COC(=O)c1cc2oc3ccccc3c2n1Cc1ccccn1 | 1 | 2 | 0 | -5[fluorescence artefact?] | -1 | 2 | 4 | 2 | 37

Some of the compounds tested, so the mix of outcomes need not match the whole.
